Assay outcomes (PubChem)
All columns: NCI-60 one-dose screen, growth in % after 48 h at 10 µM unless noted; 100 = growth as untreated, 0 = no growth, -100 = all killed.
ACHN: ACHN renal cancer; 81,000 compounds, 4.9% hits; AID 1794771
UO-31: UO-31 renal cancer | 81,000 compounds, 5.2% hits
SN12C: SN12C renal cancer cells; 81,000 compounds, 3.8% hits; AID 1794767
IGROV1: IGROV1 ovarian cancer; 79,000 compounds, 4.7% hits
TK-10: TK-10 renal cancer cells | 81,000 compounds, 3.9% hits
CAKI-1: CAKI-1 renal cancer; 75,000 compounds, 4.7% hits
NCI/ADR-RES: NCI/ADR-RES ovarian cells. 81,000 compounds, 4.4% hits
786-0: 786-0 renal cancer cells. AID 1794775. 81,000 compounds, 5.1% hits
Active calls of the source: *; . = not tested or not shown; & = joins results of further samples. The calls were made as follows: active = growth percent below 10; inactive = the rest.

cpd | SMILES | ACHN | UO-31 | SN12C | IGROV1 | TK-10 | CAKI-1 | NCI/ADR-RES | 786-0
1 | O=C1CCSC2=C1SCc1sccc12 | 101 | 78 | 101 | 103 | 120 | 98 | 105 | 107
2 | CCCCOc1nc2ccc(Cl)cc2cc1/C=C/C(=O)/C=C1/CC(c2cc3cc(Cl)ccc3nc2OCCCC)Nc2ccccc2N1 (configuration not stated) | 93 | 77 | 92 | 67 | 113 | 82 | 98 | 99
3 | CC(=O)C1=C(O)c2ccccc2C(=O)C1=O | 90 | 66 | 90 | 114 | 121 | 96 | 114 | 104
4 | C=C1C(=O)O[C@H]2[C@H]1CC/C(COC(=O)NCCc1ccc(OC)cc1)=C\CC[C@@]1(C)O[C@@H]21 | -6.9* | -83* | 12 | . | -7.3* | -2.7* | 79 | -32*
5 | CC(C(=O)c1ccccc1)[N+](C)(C)Cc1ccccc1 (configuration not stated) | . | 83 | 95 | 101 | 103 | . | 100 | 102
6 | COc1ccccc1N(C(C)=O)C1=C(Cl)C(=O)c2ccccc2C1=O | -30* | 11 | 16 | 14 | -6.2* | 11 | 0.6* | 37
7 | COc1ccc(N2CCN(c3ccc(NC4=C(Cl)C(=O)c5ncccc5C4=O)cc3)CC2)cc1 | 67 | 46 | 46 | -50* | 75 | 61 | 83 | 80
8 | COc1cc(/C=C/C(=O)c2cc(OC)c(OC)c(OC)c2)ccc1Oc1nc2c(c(=O)n(C)c(=O)n2C)n1C | -22* | -92* | 12 | -8.8* | -8.2* | -47* | 0.7* | -87*
9 | Nc1ccc(NC(=O)Nc2ccc(N)cc2)cc1 | 94&94 | 65&92 | 91&98 | 85&103 | 100&92 | 84&87 | 97&122 | 107&94
10 | COc1c2c(c(OC)c3occc13)OC(C)c1sc3nc(C)[nH]c(=O)c3c1-2 (configuration not stated) | 110 | 74 | 88 | 65 | 44 | 84 | 98 | 112
11 | OC(CN1CCCC1)c1ccccc1 (configuration not stated) | 103 | 91 | 102 | 117 | 133 | 107 | 101 | 110
12 | CN1CC(c2ccccc2)C2(SC(=Nc3ccccc3)N(Nc3ccccc3)C2=O)C12C(=O)Nc1ccccc12 (configuration not stated) | 60 | 41 | 72 | 59 | 88 | 31 | 64 | 73
13 | N=c1n(CCN2CCCCC2)c2ccccc2n1CC(O)c1cccc(Br)c1 (configuration not stated) | 110 | 99 | 96 | 101 | 132 | 94 | 98 | 103
14 | CCCCCCCCCCCCCCCc1cc(O)cc(O)c1 | 88 | . | 81 | 95 | 92 | 109 | 99 | .
15 | CCc1ccc2c(c1)N(CCO)C1=C(C(=O)OC1)C2c1cccc(Cl)c1 (configuration not stated) | 42 | 35 | 39 | 31 | 50 | 28 | 8.2* | 33

Two entries from above, field by field.
5. CC(C(=O)c1ccccc1)[N+](C)(C)Cc1ccccc1 (configuration not stated)
  ACHN: .; UO-31: 83; SN12C: 95; IGROV1: 101; TK-10: 103; CAKI-1: .; NCI/ADR-RES: 100; 786-0: 102
6. COc1ccccc1N(C(C)=O)C1=C(Cl)C(=O)c2ccccc2C1=O
  ACHN: -30*; UO-31: 11; SN12C: 16; IGROV1: 14; TK-10: -6.2*; CAKI-1: 11; NCI/ADR-RES: 0.6*; 786-0: 37

Pulled by structure from above:
cpd | SMILES | ACHN | UO-31 | SN12C | IGROV1 | TK-10 | CAKI-1 | NCI/ADR-RES | 786-0
15 | CCc1ccc2c(c1)N(CCO)C1=C(C(=O)OC1)C2c1cccc(Cl)c1 (configuration not stated) | 42 | 35 | 39 | 31 | 50 | 28 | 8.2* | 33
12 | CN1CC(c2ccccc2)C2(SC(=Nc3ccccc3)N(Nc3ccccc3)C2=O)C12C(=O)Nc1ccccc12 (configuration not stated) | 60 | 41 | 72 | 59 | 88 | 31 | 64 | 73

New compounds follow:
cpd | SMILES | ACHN | UO-31 | SN12C | IGROV1 | TK-10 | CAKI-1 | NCI/ADR-RES | 786-0
16 | Nc1o[nH]c(=O)c1Cc1ccccc1 | 112 | 90 | 91 | 119 | 130 | . | 115 | 103
17 | Cc1cc(C)c(C(=O)O)c(C)c1Br | 110 | 89 | 98 | . | 110 | 107 | 101 | 104
18 | O=C(CN1CCN(c2cc(=O)[nH]c3ccc(F)cc23)CC1)Nc1ccc(Cl)cc1 | 57 | 75 | 61 | 67 | 62 | 73 | 76 | 36
19 | CCSC(NC(=O)c1ccccc1)=C(C#N)C#N | 92 | 83 | 97 | 82 | 136 | 90 | 98 | 103
20 | CCCCCCC1(c2cccnc2)NC(=O)NC1=O (configuration not stated) | 105 | 80 | 96 | 99 | 114 | . | 112 | 111
21 | CC(C)c1ccc(C(C)C)cc1 | 107 | 96 | 96 | 114 | 111 | 98 | 101 | 103
22 | CCCCN1CCN(c2ccc3nc(-c4ccc5nc(-c6ccc(C(F)(F)F)cc6)[nH]c5c4)[nH]c3c2)CC1 | -99* | -83* | -81* | -82* | -71* | -77* | 55 | -85*
23 | Cc1cccc(S(=O)C(c2ccccc2)c2ccccc2)c1 (configuration not stated) | 98 | 73 | 99 | 82 | 105 | 97 | 98 | 103
24 | COc1ccc(CN2CCC(N3CCCC3=O)c3cc(Cl)ccc32)cc1 (configuration not stated) | 101 | 74 | 99 | 104 | 108 | 114 | 90 | 109
25 | CCN(CC)CC(C)(C)C(=O)/C=C/c1ccc(Cl)c(Cl)c1 | -43* | -72* | -44* | -7.7* | -35* | -32* | -13* | -60*
26 | COC(=O)C1(C(=O)OC)C(C(=O)c2ccccc2)C1c1ccccc1 (configuration not stated) | 95 | 81 | 104 | 104 | 108 | 103 | 96 | 114
27 | CCN(CC)C(=O)c1c(C)[nH]c(/C=C/C(=O)c2ccc(C(F)(F)F)c(F)c2)c1C | 96 | 92 | 95 | 89 | 147 | 59 | 103 | 88
28 | COc1ccc(C(=O)C(c2c[nH]c3ccccc23)c2c[nH]c3ccccc23)cc1 | 74 | 48 | 78 | 68 | 132 | 49 | 85 | 97
29 | O=C1c2ccccc2-c2cccc3c(-c4ccc5c6c(cccc46)-c4ccccc4C5=O)ccc1c23 | 102 | 95 | 96 | 98 | 98 | 103 | 103 | 105
30 | O=C(/C=C/c1cc(=O)c2ccccc2o1)CC(=O)/C=C/c1cc(=O)c2ccccc2o1 | 102 | 70 | 102 | 99 | 114 | 96 | 115 | 99
31 | S=c1nc[nH]c2c1cnn2-c1ccccc1 | 90 | 85 | 99 | 110 | 121 | 85 | 97 | 76
32 | Cc1ccc(S(=O)(=O)/N=C2\NC(=O)/C(=C\c3ccccc3)S2)cc1 | 104 | 91 | 99 | 125 | 104 | 103 | 108 | 108
33 | N#Cc1cnn(C(=O)c2ccccc2Br)c1NC(=O)c1ccccc1I | 104 | 92 | 109 | 116 | 103 | 92 | 104 | 98
34 | CCN(CC)c1ccc(C(=C2C=CC(=[N+](CC)CC)C=C2)c2ccc(S(=O)(=O)O)cc2S(=O)(=O)[O-])cc1 | 100 | 90 | 100 | 66 | 117 | 78 | 107 | 105
35 | O=C1NC(=O)C(CC(=O)n2cnc3ccccc32)C(=O)N1 | 101 | 88 | 94 | 100 | 101 | 90 | 104 | 101
36 | CCOc1ccccc1CNC(=O)C1c2ccccc2C(=O)N(CC(C)C)C1c1cccs1 (configuration not stated) | 111 | 104 | 104 | 100 | 109 | 99 | 98 | 99
37 | CC(=O)c1c(C)n(-c2ccccc2)c2c1c(-c1ccccc1)nc1ccccc12 | 82 | 60 | 87 | 86 | 109 | 72 | 84 | 88
38 | CCCC(=O)Nc1cc(C)c(NC(=O)CN(CC)CC)c(C)c1 | 103 | 93 | 99 | 106 | 105 | 98 | 99 | 95
39 | Cn1c(=O)c2c(ncn2C)n(C)c1=O | 109&123 | 97&86 | 108&104 | 122&91 | 101&109 | 96 | 106&98 | 108
40 | N#C/C(=C\c1ccc(Cl)cc1)C(=O)NNc1nc2ccccc2[nH]c1=O | 104 | 87 | 97 | 101 | 106 | 92 | 104 | 99
41 | CCCCCCOC(=O)CC1=C(C)/C(=C/c2[nH]c(-c3ccc[nH]3)cc2OC)N=C1C | -19* | -87* | -63* | -8.7* | -25* | 0.6* | -49* | -52*
42 | Cc1nc2sc(C(=O)Nc3ccnc4ccccc34)c(N)c2cc1C(C)O (configuration not stated) | 97 | 84 | 96 | 106 | 100 | 93 | 102 | 94
43 | OCC[C@@H]1C[C@H]1c1ccc2ccccc2c1 | 110 | 103 | . | 104 | 92 | 97 | 98 | 87
44 | O=C1CCC(N2C(=O)c3cccc(NCCOCCOCCOCCC(=O)NCCCC(=O)NC(c4ccc5c(c4)OCO5)c4cc(Cl)c5cccnc5c4O)c3C2=O)C(=O)C1 (configuration not stated) | 89 | 64 | 27 | 16 | 95 | 70 | 92 | 71
45 | COc1ccc2c(c1)c(-c1nc(-c3c[nH]c4ncccc34)cs1)cn2C(=O)OC(C)(C)C | 71 | . | 68 | 60 | 124 | 50 | . | 71

More results follow:
Sequence of screens – ACHN	UO-31	SN12C	IGROV1	TK-10	CAKI-1	NCI/ADR-RES	786-0
(46) O=S(=O)(O)c1ccc(N/N=C/c2ccccc2Cl)cc1
→ 100	83	106	101	104	90	110	96
(47) COc1ccc2[nH]cc(-c3nc(-c4c[nH]c5ncccc45)cs3)c2c1
→ 20	15	53	31	32	4.1*	47	16
(48) CNC(=O)c1[nH]c(C)c2c1CCCCC2=O
→ 102	92	98	111	96	96	102	93
(49) Cc1c(-c2ccccc2)nnn1-c1ccc(F)c(Cl)c1
→ 97&98	79&110	85&94	93&112	105&109	79&131	89&100	96&98
(50) Cc1nc(NCCCOC(C)C)c2cnn(-c3ccccc3)c2n1
→ 111	98	95	109	126	104	98	98
(51) FC(F)(F)c1nc2ccccc2n1Cc1nnc(SCc2cn(-c3ccc(Cl)cc3)nn2)o1
→ 106	91	98	99	99	104	94	101
(52) COc1cc2cc3c4cc(OC)c(OC)cc4cc[n+]3c(C)c2cc1OC (tested in a mixture with another compound)
→ 94	83	39	78	123	87	91	90
(53) Cc1ccc(C(=O)N/N=C/c2ccc3c(c2)OCO3)cc1
→ 94	78	96	105	98	93	91	100
(54) CCCCN1C(=O)c2c(/C=C/C(=O)OC)ccc3c(OC)cc(/C=C/C(=O)OC)c(c23)C1=O
→ 94	64	90	81	103	78	86	99
(55) O=c1[nH]c2ccccc2cc1CN1CCN(c2nccc(-c3ccc(Cl)cc3)n2)CC1
→ 102	77	105	112	101	103	96	99
(56) CCc1ccc(C(C)(C)C(CC(=O)O)C(=O)O)cc1 (configuration not stated)
→ 104	100	109	105	.	97	97	93
(57) CCCCCCCCCCOc1ccc(/C=C/C(=O)c2ccc(OC)cc2)cc1
→ 99	79	107	88	116	.	96	101
(58) CSc1nc(Nc2cccc(NC(=O)/C(C#N)=C/c3ccc(N(C)C)cc3)c2)c(C#N)c(-c2cccc([N+](=O)[O-])c2)n1
→ 103	87	97	95	142	96	105	100
(59) CCNC(=S)NNC(=O)CN1CCN(c2cc3c(cc2F)c(=O)c(C(=O)O)cn3C2CC2)CC1
→ 102	94	108	110	107	95	109	103
(60) CC(CCc1ccccn1)(CCc1ccccn1)C(=O)c1ccccc1
→ 95	63	98	96	96	86	105	97
(61) COc1ccc(OC)c(N(CCN2C(=O)c3ccccc3C2=O)C(=O)C2CCC(=O)C2C)c1 (configuration not stated)
→ 105	101	112	120	102	100	104	104
(62) NC(=O)SCC(=O)Nc1ccc2ccccc2c1
→ 102	76	91	115	104	111	109	90
(63) N#C/C(=C\c1ccc(N(c2ccccc2)c2ccccc2)cc1)C(N)=O
→ 88	50	91	-21*	-38*	-24*	57	54
(64) COc1ccccc1CNCCCN1C(=O)c2ccc3c4c(ccc(c24)C1=O)C(=O)N(CCCNCCNCCCN)C3=O
→ 51	77	1.2*	13	61	88	97	45
(65) O=C(Nc1ncc([N+](=O)[O-])s1)c1c(-c2ccccc2)noc1CO
→ 96	85	96	101	115	95	106	102
(66) O=C1CCCCC1c1ccccc1 (configuration not stated)
→ 106	97	95	114	94	97	100	94
(67) COC(=O)c1c(C)nc(C)c2c1C(=O)C(Br)=C(NCCCCO)C2=O
→ 85	80	62	53	119	70	80	89
(68) Cc1cccc(C)[n+]1[O-]
→ 98	89	96	99	93	103	100	106
(69) COc1ccc(-c2cc(-c3cc(OC)c(OC)c(OC)c3)[nH]c(=O)c2C#N)cc1
→ -25*	-25*	8.1*	37	41	47	42	-65*
(70) NS(=O)(=O)c1cccc(Nc2nc(SCC(=O)c3ccc(Cl)cc3)nc3c2CCC3)c1
→ 92	91	98	100	119	87	97	83
(71) CCOC(=O)CC(=O)Cc1ccccc1
→ 97	94	103	106	103	100	101	105
(72) O=S(=O)(O)c1ccc(N=Nc2ccc(N=Nc3c(O)c(S(=O)(=O)O)cc4cc(S(=O)(=O)O)ccc34)c(S(=O)(=O)O)c2)cc1
→ 95	98	104	103	111	105	109	103
(73) Cc1ccc(/C=C2\CN(C(=O)C(Cl)Cl)C/C(=C\c3ccc(C)cc3)C2=O)cc1
→ -98*	-100*	-51*	-59*	-63*	-50*	8.6*	-69*

Rows are unselected. Share with any hit: about 9.3%.
